Compound activity: PubChem, several laboratories
LAP4-GFP MLPCN – yeast TOR pathway LAP4-GFP modulation; GFP response vs DMSO, % at 10 µM; AID 2023; S. cerevisiae LAP4-GFP multiplex, flow cytometry GFP, 3 h; median GFP as percent of DMSO wells; actives 0.34% (n = 320,000);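 active = GFP response vs DMSO above a set limit, about the screen mean plus 3 SD, cut at about 150% in these data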
CIT2 TOR yeast – modulators of TOR pathway CIT2-GFP in S. cerevisiae; S. cerevisiae CIT2-GFP strain, flow cytometry, 3 h; 100 means same as DMSO wells; GFP response vs DMSO, % at 10 µM; actives 0.065% (n = 320,000);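 active = GFP response relative to DMSO above a set limit, near the screen mean plus 3 SD, cut at about 150% in these data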;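 also: ratio of well median GFP fluorescence to mean of DMSO wells on the plate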
RPL19A-GFP yeast – modulators of TOR pathway RPL19A-GFP in S. cerevisiae; AID 2025; actives 0.3% (n = 330,000); S. cerevisiae RPL19A-GFP strain, flow cytometry, 3 h; hits give low values; percent response vs DMSO, % at 10 µM;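 active = percent response vs DMSO below 50%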;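 also: median channel GFP fluorescence of the barcoded RPL19A-GFP strain; ratio of sample median GFP to plate DMSO average so 100% = DMSO; lower means less RPL19A-GFP as with rapamycin TOR inhibition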
AGP1-GFP MLPCN – modulators of TOR pathway AGP1-GFP in S. cerevisiae. S. cerevisiae AGP1-GFP multiplex flow cytometry, 3 h; GFP as percent of DMSO wells. GFP response vs DMSO, % at 10 µM. actives 0.02% (n = 320,000). AID 2066;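 active = GFP response relative to DMSO above a set limit, near screen average plus 3 SD, cut at about 150% in these data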;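 also: median GFP channel fluorescence of the gated AGP1 strain per well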
MEP2 TOR yeast – yeast TOR pathway MEP2-GFP modulation | GFP response vs DMSO, % at 10 µM | AID 2016 | actives 0.51% (n = 330,000) | S. cerevisiae MEP2-GFP strain, flow cytometry GFP, 3 h; 100% = DMSO control level;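 active = GFP response versus DMSO above a set limit, roughly screen mean plus 3 SD, cut at about 180% in these data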;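 also: median GFP fluorescence of the barcode-gated MEP2-GFP cells per well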
proCasp7 act – activates human procaspase-7, counter-screen for procaspase-3 activators; P55210; recombinant procaspase-7, Ac-DEVD-pNA absorbance 405 nm; D23A/D198A/D206A triple mutant, cannot self-cleave; scale: DMSO 0, 5 µM enzyme 100; activation, % at 8.5 µM; actives 0.093% (n = 330,000);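 active = percent activation above the screen-wide mean plus 3 SD, cut at about 25% in these data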
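Assay system: Uncleavable procaspase-7 mutant enzyme | Input: 2 µM procaspase-7 mutant as dispensed | Timing: 1 h compound preincubation, 2 h substrate cleavage, 25 °C | Repeats: One well per compound | Control set: DMSO wells as 0%, DMSO with 5 µM added PC-7 as 100% | Technique: Epi-absorbance of released pNA at 405 nm, two timepoints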
AHR act – human AHR activation | P35869 | AHR-responsive luciferase reporter cells, luminescence | activation, % at 5 µM | actives 2.5% (n = 320,000); in the data active = activation above about 47%;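 also: 0% = vehicle wells and 100% = reference agonist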
Target sequence (P35869 whole entry, looked up): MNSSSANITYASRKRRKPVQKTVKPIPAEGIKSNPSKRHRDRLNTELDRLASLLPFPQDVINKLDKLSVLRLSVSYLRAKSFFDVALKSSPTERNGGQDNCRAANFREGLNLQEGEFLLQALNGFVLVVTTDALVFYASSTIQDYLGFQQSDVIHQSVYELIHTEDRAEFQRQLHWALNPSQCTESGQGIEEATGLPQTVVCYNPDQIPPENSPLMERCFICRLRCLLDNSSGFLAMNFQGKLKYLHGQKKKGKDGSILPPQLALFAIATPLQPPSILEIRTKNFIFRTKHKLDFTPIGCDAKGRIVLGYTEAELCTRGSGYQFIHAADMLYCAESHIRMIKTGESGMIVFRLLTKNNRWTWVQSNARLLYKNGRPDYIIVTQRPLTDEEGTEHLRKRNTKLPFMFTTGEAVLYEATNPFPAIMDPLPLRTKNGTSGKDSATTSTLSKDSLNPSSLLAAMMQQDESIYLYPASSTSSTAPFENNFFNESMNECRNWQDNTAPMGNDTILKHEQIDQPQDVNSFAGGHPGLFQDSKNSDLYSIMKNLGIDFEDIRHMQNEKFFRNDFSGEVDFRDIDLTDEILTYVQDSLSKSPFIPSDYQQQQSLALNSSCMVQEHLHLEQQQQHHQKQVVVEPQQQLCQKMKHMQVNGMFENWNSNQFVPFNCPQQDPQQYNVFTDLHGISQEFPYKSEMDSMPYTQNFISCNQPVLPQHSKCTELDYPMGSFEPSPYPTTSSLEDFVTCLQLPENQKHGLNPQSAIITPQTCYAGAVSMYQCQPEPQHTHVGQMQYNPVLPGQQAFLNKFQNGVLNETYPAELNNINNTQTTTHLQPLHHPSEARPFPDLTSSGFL
proCasp3 act – activators of human procaspase-3; recombinant procaspase-3 D3A, Ac-DEVD-pNA absorbance 405 nm; activation, % at 8.5 µM; actives 0.11% (n = 330,000); AID 463141;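 active = activation above the mean of all tested compounds plus 3 SD, cut at about 21% in these data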;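 also: 0% = DMSO alone and 100% = DMSO wells spiked with extra 5 µM PC-3 D3A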
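Assay system – Procaspase-3 D3A mutant · Benchmarks – DMSO low control, extra-enzyme high control · Technique – 405 nm absorbance of p-nitroaniline, reads at 0 and 120 min · Doses – 8.5 µM nominal · Measure – % activation between DMSO and enzyme-spiked controls · Also added – Ac-DEVD-pNA chromogenic peptide substrate · Schedule – 1 h compound preincubation, 2 h substrate hydrolysis at 25 °C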
* hit, by the source's call.

Values run as follows: LAP4-GFP MLPCN, CIT2 TOR yeast, RPL19A-GFP yeast, AGP1-GFP MLPCN, MEP2 TOR yeast, proCasp7 act, AHR act, proCasp3 act
COCCCNC(=O)CSc1nc2ccccc2c(=O)n1Cc1ccc2c(c1)OCO2
→ 110, 124, 120, 121, 115, 9, 0, 4
Cc1ccc(O)c(C(=O)CC(=O)c2ccc(C(C)(C)C)cc2)c1
→ 93, 99, 105, 98, 107, -42, -5, -16
Cc1cc(C)cc(NC(=O)Cn2ncn3c(cc4ccccc43)c2=O)c1
→ 104, 108, 99, 109, 109, -9, 9, -2
CC(C)(C)c1ccc(/C=C(\C#N)C(=O)Nc2ccccn2)cc1
→ 90, 93, 109, 96, 98, 8, 4, -3
O=C(Nc1cc(Cl)ccc1-n1cncn1)c1cn2ccccc2n1
→ 102, 83, 92, 92, 107, 13, 27, 2
Cc1cc(S(=O)(=O)N2CCC(N3CCCCC3)CC2)ccc1-n1cnnn1
→ 91, 93, 97, 99, 100, 4, -1, -11
C/C=C/C1=CC(=O)C[C@H](c2ccc3c(c2)OCO3)C1
→ 85, 97, 95, 68, 92, 9, 42, 1
COCCNC(=O)c1cc2sccc2n1C
→ 92, 95, 99, 100, 101, 9, 3, 5
COC(=O)c1ccc(COc2ccccc2/C=C(\C#N)C(=O)Nc2c(C)cc(C)cc2C)cc1
→ 90, 81, 94, 94, 82, -2, -1, 9
CC(C)N(Cc1nccn1C)C(=O)c1cc(COc2ccc(F)cc2Cl)on1
→ 76, 105, 105, 100, 92, -3, -3, 0
CCCCOc1ccc(Cc2c(O)nc(SC)[nH]c2=O)cc1
→ 100, 102, 103, 108, 111, 1, -1, 8
CCOc1ccc2nc(Cl)sc2c1
→ 106, 94, 101, 104, 97, 1, 0, 5
O=C(NNc1ccccc1C(F)(F)F)c1sccc1Br
→ 115, 75, 102, 93, 103, -1, 10, -4
COc1ccc(NC(=O)c2cc3ccccc3cc2OC)cc1
→ 95, 109, 111, 112, 110, 9, 96*, 1
O=C(N/N=C/c1cc(Cl)cc([N+](=O)[O-])c1O)NC12CC3CC(CC(C3)C1)C2
→ 113, 100, 107, 107, 101, 0, 0, 8
COc1ccc(NS(=O)(=O)c2ccc(OC)c(N(C)S(=O)(=O)c3ccc(Cl)cc3)c2)cc1
→ 101, 97, 98, 97, 96, -3, 8, -5
O=C(OCc1cc2ccccc2[nH]c1=O)c1ccccn1
→ 96, 96, 100, 96, 106, 0, -1, -1
CCCCC(C(=O)O)C(C)CC(=O)Nc1nccs1 (stereo not drawn)
→ 103, 84, 93, 97, 93, 0, 1, 5
COC(=O)c1ccc(C)c(NC(=O)CCc2ccc(OC)cc2)c1
→ 103, 94, 105, 102, 108, 5, -3, -3
Cc1ccc(NC(=O)Nc2c(C)[nH]c(=O)[nH]c2=O)cc1Cl
→ 86, 102, 102, 94, 97, 1, 3, 0
CCN1CCN(C(=O)Nc2ccc(Cc3ccc(NC(=O)N4CCN(CC)CC4)cc3)cc2)CC1
→ 93, 94, 96, 96, 101, -6, 9, 3
CCOc1ccc(C(=O)NCC(=O)OCc2cc([N+](=O)[O-])cc3c2OCOC3)cc1OCC
→ 91, 100, 107, 100, 97, -1, 5, -5
COc1ccc(NC(=O)c2cc([N+](=O)[O-])ccc2N2CCCCC2)cc1OC
→ 95, 91, 99, 99, 102, -8, 3, 2
CN1CCN(S(=O)(=O)c2cccc(C(=O)O)c2)CC1
→ 102, 100, 92, 100, 90, 4, 0, 5
COc1ccc(OC)c(S(=O)(=O)Nc2cccc3ccccc23)c1
→ 104, 100, 93, 98, 88, 3, 23, 10
CCc1[nH]nc(C(=O)N2CCCC(CNS(=O)(=O)c3cccs3)C2)c1C (stereo not drawn)
→ 82, 83, 97, 88, 88, 12, -2, -8
Cc1cc(C)c(S(=O)(=O)NCCC2CCCN2C)c(C)c1 (stereo not drawn)
→ 119, 87, 98, 100, 101, 3, -2, 3
Cc1ccc(C2(c3noc(CN(C)CC4CCCCO4)n3)CCCC2)cc1 (stereo not drawn)
→ 94, 98, 100, 102, 98, 0, -1, 11
CCSc1nnc(CNC(=O)c2ccccc2F)n1-c1ccccc1OC
→ 90, 90, 93, 93, 99, -1, 2, -10
O=C(/C=C/c1ccc(S(=O)(=O)N2CCOCC2)cc1)NC(CO)C(O)c1ccc([N+](=O)[O-])cc1 (stereo not drawn)
→ 89, 92, 99, 96, 93, 1, 1, -3
CCC(=O)N(c1nnc(SCC(=O)NN2C(=O)NC3(CCCCC3)C2=O)s1)C1CC1
→ 98, 86, 95, 94, 98, 0, 2, 1
CC(=O)Nc1ccc(S(=O)(=O)Nc2ccccc2C(=O)N2CCCCC2)cc1
→ 100, 96, 97, 95, 104, 2, 0, -1
COc1ccc(/C=N/NC(=O)c2ccn[nH]2)cc1COc1ccc([N+](=O)[O-])c(C)c1
→ 102, 90, 96, 97, 93, 3, 10, -6
N#CCCN(C(=O)COC(=O)Cc1c[nH]c2ccccc12)c1ccccc1
→ 106, 95, 94, 104, 95, 11, 6, 4
CN(C)S(=O)(=O)c1ccc(C(=O)NCc2nnc(SCC(=O)N3CCCC3)o2)cc1
→ 107, 101, 106, 106, 104, -2, -1, 8
CC(=O)Nc1ccc(S(=O)(=O)Oc2ccc(C=O)cc2)cc1
→ 86, 83, 91, 95, 86, -2, 4, -5
Oc1cc(Nc2ccncc2)cc2cccnc12
→ 100, 96, 95, 101, 95, -2, 8, -6
O=[N+]([O-])c1cc([N+](=O)[O-])c(Oc2cc(F)cc(F)c2F)cc1NN1CCCCC1
→ 107, 62, 89, 69, 86, -2, 5, 0
CCCCC(=O)Nc1cc(OCC)c(NC(=S)NC)cc1OCC
→ 108, 99, 105, 107, 110, -1, 71*, -3
CCCNC(=O)COC(=O)c1cc2c(=O)n3ccccc3nc2s1
→ 99, 87, 103, 78, 106, 5, 14, 1

The closing five entries of the part before open the next one.
Values run as follows: LAP4-GFP MLPCN, CIT2 TOR yeast, RPL19A-GFP yeast, AGP1-GFP MLPCN, MEP2 TOR yeast, proCasp7 act, AHR act, proCasp3 act
CC(=O)Nc1ccc(S(=O)(=O)Oc2ccc(C=O)cc2)cc1
→ 86, 83, 91, 95, 86, -2, 4, -5
Oc1cc(Nc2ccncc2)cc2cccnc12
→ 100, 96, 95, 101, 95, -2, 8, -6
O=[N+]([O-])c1cc([N+](=O)[O-])c(Oc2cc(F)cc(F)c2F)cc1NN1CCCCC1
→ 107, 62, 89, 69, 86, -2, 5, 0
CCCCC(=O)Nc1cc(OCC)c(NC(=S)NC)cc1OCC
→ 108, 99, 105, 107, 110, -1, 71*, -3
CCCNC(=O)COC(=O)c1cc2c(=O)n3ccccc3nc2s1
→ 99, 87, 103, 78, 106, 5, 14, 1
COc1ccc(-c2csc(-n3cccn3)n2)cc1
→ 100, 99, 99, 84, 101, 4, 8, 5
O=C(NCCc1ccccc1)c1cnc2ccccn2c1=O
→ 104, 93, 97, 100, 99, -5, 4, 0
Cc1ccc(NC(=O)N2CCCC2C(=O)Nc2ccc3c(c2)OCCO3)cc1 (stereo not drawn)
→ 94, 94, 96, 96, 86, 10, 0, 3
CCCCOc1ccc(NS(=O)(=O)c2ccc(-n3cnnn3)cc2)cc1
→ 92, 103, 104, 97, 103, 1, 4, -2
Cc1ccc(CNC(=O)C(=O)NCC2OCCCN2S(=O)(=O)c2ccc(F)cc2)cc1 (stereo not drawn)
→ 94, 90, 91, 98, 96, -1, 5, -7
Cn1cnc2c1c(=O)n(Cc1ccccc1C#N)c(=O)n2C
→ 93, 101, 110, 101, 105, -4, 6, -4
CCOC(=O)c1c(NC(=O)C(Sc2ccccc2)c2ccccc2)sc(C(=O)N(C)C)c1C (stereo not drawn)
→ 96, 99, 98, 92, 102, -7, 2, 3
CC(C)CNS(=O)(=O)c1ccc(OCC(=O)Nc2ccc3c(c2)OCCO3)cc1
→ 94, 101, 101, 98, 103, 5, 0, 0
O=C(/C=C/c1ccc(F)cc1)Nc1ccc(S(=O)(=O)N2CCOCC2)cc1
→ 93, 107, 103, 99, 100, 7, -6, 7
NC(=O)c1nc(C(=O)N2CCCCC2)c2ccccc2n1
→ 99, 95, 98, 95, 102, 13, 0, 11

Pulled one by one from the entries so far:
Values run as follows: LAP4-GFP MLPCN, CIT2 TOR yeast, RPL19A-GFP yeast, AGP1-GFP MLPCN, MEP2 TOR yeast, proCasp7 act, AHR act, proCasp3 act
COc1ccc(-c2csc(-n3cccn3)n2)cc1
→ 100, 99, 99, 84, 101, 4, 8, 5
NC(=O)c1nc(C(=O)N2CCCCC2)c2ccccc2n1
→ 99, 95, 98, 95, 102, 13, 0, 11
CC(C)CNS(=O)(=O)c1ccc(OCC(=O)Nc2ccc3c(c2)OCCO3)cc1
→ 94, 101, 101, 98, 103, 5, 0, 0
Cn1cnc2c1c(=O)n(Cc1ccccc1C#N)c(=O)n2C
→ 93, 101, 110, 101, 105, -4, 6, -4

Next structures follow.
Values run as follows: LAP4-GFP MLPCN, CIT2 TOR yeast, RPL19A-GFP yeast, AGP1-GFP MLPCN, MEP2 TOR yeast, proCasp7 act, AHR act, proCasp3 act
FC(F)(F)c1cccc(-n2c(Cn3nnc4ccccc43)n[nH]c2=S)c1
→ 98, 112, 103, 103, 97, -8, -2, 0
O=C(N/C(=C\c1ccc(Br)cc1)C(=O)N1CCOCC1)c1ccc([N+](=O)[O-])cc1
→ 98, 98, 98, 100, 104, 0, -2, 10
COC(=O)C1=C(C)N(CC2CCCO2)C(=O)/C1=C\c1ccc(O)cc1 (stereo not drawn)
→ 98, 106, 101, 95, 104, -9, 1, -6
NC(=O)C1CCC(NC(=O)OCc2ccccc2)CC1 (stereo not drawn)
→ 108, 104, 100, 105, 105, 3, 5, -6
CCCC(=O)NC(Nc1ccc(S(=O)(=O)Nc2cc(C)on2)cc1)(C(F)(F)F)C(F)(F)F
→ 89, 107, 101, 97, 100, 3, 0, 2
CCN(CC)c1ccc(N=Cc2cc(Br)ccc2O)cc1
→ 86, 104, 107, 98, 103, -15, 5, -12
O=C(c1c(Cl)nc2sccn12)N(C(=O)c1c(Cl)nc2sccn12)c1ccc(Cl)cn1
→ 97, 103, 101, 97, 100, 5, 39, 2
Cc1ccccc1NC(=O)CSC(N)=O
→ 96, 97, 98, 106, 99, -17, 7, -13
COc1ccc(/C=N/NS(=O)(=O)c2ccc(NC(C)=O)cc2)cc1
→ 104, 110, 100, 104, 101, -4, 2, 1
O=C(O)c1ccc(-c2nc(-c3ccc(Cl)c(Cl)c3)cs2)cc1
→ 88, 110, 104, 101, 111, 1, 7, 17
CCOC(=O)/C(=C/c1ccc(F)cc1)NC(C)=O
→ 99, 108, 105, 105, 108, 0, 1, -2
COC(=O)CN1C(=O)C(C)(C)Oc2ccc(C(=O)Nc3ccccc3F)cc21
→ 96, 97, 99, 101, 102, 6, -1, 2
Cc1cccc(C)c1NC(=O)CN(C)C(=O)C1CC(=O)N(c2cccc3ccccc23)C1 (stereo not drawn)
→ 104, 92, 97, 96, 99, -3, 0, -2
